Compound activity deposited in PubChem by several laboratories.
OX1R antag – antagonists of human orexin 1 receptor (OX1R); OX1R-expressing cells, FRET antagonist read-out; 1.8% of 330,000 active; inhibition, % at 6.6 µM; O43613; in the data active means inhibition mostly above about 38%, no sharp cut-off; inactive means mostly below about 40%;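 further: 0% = agonist challenge alone and 100% = reference antagonist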
Target sequence (O43613 whole entry, looked up): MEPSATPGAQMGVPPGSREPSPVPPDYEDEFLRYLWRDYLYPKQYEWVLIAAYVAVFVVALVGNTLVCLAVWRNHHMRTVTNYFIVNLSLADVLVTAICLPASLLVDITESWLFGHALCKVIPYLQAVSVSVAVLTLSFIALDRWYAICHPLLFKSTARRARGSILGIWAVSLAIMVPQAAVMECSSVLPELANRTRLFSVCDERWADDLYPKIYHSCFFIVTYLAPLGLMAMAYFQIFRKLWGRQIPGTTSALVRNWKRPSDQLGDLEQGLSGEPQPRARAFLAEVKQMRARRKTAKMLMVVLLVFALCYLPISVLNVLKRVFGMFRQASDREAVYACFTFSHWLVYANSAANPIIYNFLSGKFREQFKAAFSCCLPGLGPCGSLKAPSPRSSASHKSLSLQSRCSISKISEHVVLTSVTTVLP
KCNQ2 block – KCNQ2 channel blockers in CHO-K1 cells – cell-based, FluxOR thallium flux, B-score, primary screen (AID 2156). O88943. 20 min; stronger effect = lower value. B-score at 10 µM. 1.1% of 310,000 active;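 active means fluorescence ratio B-score at most minus 3 library SDs, with starting brightness B-score within 2 library SDs, cut at about -5.5 in these data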
STK33 kinase inh – blocks human STK33 kinase activity; Q9BYT3; purified STK33, MBP phosphorylation, ADP-Glo luminescence; inhibition, % at 10 µM; 0.073% of 320,000 active; AID 2661;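 active means inhibition at or above 25%, using the most active replicate where run in duplicate; inactive means inhibition below 25%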
Target sequence (Q9BYT3 whole entry, looked up): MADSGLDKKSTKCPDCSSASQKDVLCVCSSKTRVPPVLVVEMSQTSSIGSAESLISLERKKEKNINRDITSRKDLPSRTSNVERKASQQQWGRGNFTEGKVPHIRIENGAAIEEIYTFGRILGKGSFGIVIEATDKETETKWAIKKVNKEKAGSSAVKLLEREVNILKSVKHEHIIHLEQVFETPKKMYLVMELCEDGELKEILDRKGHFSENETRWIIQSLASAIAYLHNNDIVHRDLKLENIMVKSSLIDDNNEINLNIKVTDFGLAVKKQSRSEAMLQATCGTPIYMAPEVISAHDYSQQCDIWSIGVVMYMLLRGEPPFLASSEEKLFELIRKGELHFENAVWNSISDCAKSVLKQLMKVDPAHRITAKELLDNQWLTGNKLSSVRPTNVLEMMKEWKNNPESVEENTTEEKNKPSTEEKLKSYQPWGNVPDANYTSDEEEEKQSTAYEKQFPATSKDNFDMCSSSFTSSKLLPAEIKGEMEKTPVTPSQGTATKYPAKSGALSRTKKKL
* hit, by the source's call.

`COCCn1c(C)cc(/C=C2/SC(=O)N(C(C)C(=O)OC)C2=O)c1C` (stereo not given) gave OX1R antag 11, KCNQ2 block inactive and STK33 kinase inh 0.1.
For O=C(Nc1cccc(F)c1)c1ccc2c(c1)OCCO2 the results were OX1R antag 30, KCNQ2 block inactive and STK33 kinase inh -1.1.
`O=C(NCCCN1CCN(c2cccc(Cl)c2)CC1)c1ccc(N2CCCC2=O)cc1` gave OX1R antag 32, KCNQ2 block inactive and STK33 kinase inh 0.1.
For Cc1ccc(/C=C/S(=O)(=O)NCC(=O)OCC(=O)NCc2ccccc2)cc1 the results were OX1R antag 29, KCNQ2 block inactive and STK33 kinase inh -2.3.
Screening Cc1sc2ncnc(NCC(c3ccco3)N3CCCC3)c2c1C (stereo not given) returned OX1R antag 20, KCNQ2 block inactive and STK33 kinase inh -0.2.
For COc1cccc(-c2ccc(SCc3ccccn3)nn2)c1 the results were OX1R antag 27, KCNQ2 block inactive and STK33 kinase inh 5.0.
Screening O=C(O)CCNC(=O)/C(=C\c1ccco1)NC(=O)c1ccco1 returned OX1R antag 20, KCNQ2 block inactive and STK33 kinase inh -1.3.
`Cc1oc(-c2cccc(Cl)c2)nc1CN1CCC(C(=O)NCC2CCCO2)CC1` (stereo not given) gave OX1R antag 8, KCNQ2 block inactive and STK33 kinase inh -0.7.
Cc1ccc(C(=O)NCCCc2ccccc2)c(C)c1 was read as OX1R antag 13, KCNQ2 block inactive and STK33 kinase inh -0.1.
CC(=O)Nc1ccc(S(=O)(=O)NNC(=O)CCc2ccccc2)cc1 was read as OX1R antag 18, KCNQ2 block inactive and STK33 kinase inh 1.7.
For CN1CCN(C(=O)/C(=C/c2cccs2)NC(=O)c2ccco2)CC1 the results were OX1R antag 9, KCNQ2 block inactive and STK33 kinase inh -1.3.
Screening O=C(CSc1n[nH]c(C2CCCC2)n1)NC1CCCC1 returned OX1R antag 3, KCNQ2 block inactive and STK33 kinase inh 1.6.
CC1(C)Cc2c(sc3ncnc(N)c23)CO1 was read as OX1R antag 9, KCNQ2 block inactive and STK33 kinase inh 8.7.
Screening c1ccc2c(N3CCCCCC3)nc(-c3ccncc3)nc2c1 returned OX1R antag 88*, KCNQ2 block inactive and STK33 kinase inh -0.1.
CN(C)S(=O)(=O)c1cccc(-c2nn(-c3ccccc3)cc2/C=C(\C#N)c2nc3ccccc3[nH]2)c1 was read as OX1R antag 15, KCNQ2 block inactive and STK33 kinase inh -0.4.
`CSCC[C@H](NC(=O)C1CCN(S(=O)(=O)c2ccc(C)cc2C)CC1)c1nc2ccccc2[nH]1` gave OX1R antag 10 and STK33 kinase inh -0.4.
For N#C/C=C(/c1ccc(F)cc1)N1CCOCC1 the results were OX1R antag 28, KCNQ2 block inactive and STK33 kinase inh -0.3.
Screening O=C(COc1ccc(S(=O)(=O)N2CCOCC2)cc1)NCc1ccccc1 returned OX1R antag 1, KCNQ2 block inactive and STK33 kinase inh -1.4.
CCOC(=O)c1nnc(-c2ccc(C)cc2)nc1Sc1cccc(Cl)c1 was read as OX1R antag -5, KCNQ2 block inactive and STK33 kinase inh -1.1.
`Cc1ccc(NC(=O)CCS(=O)(=O)c2ccc3c(c2)NC(=O)C(C)S3)nc1` (stereo not given) gave OX1R antag -3, KCNQ2 block inactive and STK33 kinase inh -1.5.
Screening CC(=O)OC[C@H]1O[C@@H](Sc2cccc3cccnc23)[C@H](OC(C)=O)[C@@H](OC(C)=O)[C@@H]1OC(C)=O returned OX1R antag 14, KCNQ2 block inactive and STK33 kinase inh -2.8.
For O=C(CC1Oc2ccccc2NC1=O)NCc1ccccc1 (stereo not given) the results were OX1R antag 7, KCNQ2 block inactive and STK33 kinase inh 0.6.
COc1cccc(NC(=O)Nc2ccc3nsnc3c2)c1 was read as OX1R antag 21, KCNQ2 block inactive and STK33 kinase inh -1.0.
COc1ccccc1CCNC(=O)c1ccc(C)o1 was read as OX1R antag 14, KCNQ2 block inactive and STK33 kinase inh -0.7.
`CCOC(=O)C(=O)/C(=C\N(C)C)c1onc(-c2c(F)cccc2Cl)c1C(=O)OC` gave OX1R antag 14, KCNQ2 block inactive and STK33 kinase inh -0.5.
`CN(/C(=N\S(=O)(=O)c1ccccc1)c1ccccc1)c1ccc(O)cc1` gave OX1R antag 9, KCNQ2 block inactive and STK33 kinase inh -1.0.
`Cc1cc([N+](=O)[O-])nn1CCCC(=O)Nc1cc(Oc2ccc(F)cc2)cc([N+](=O)[O-])c1` gave OX1R antag 4, KCNQ2 block inactive and STK33 kinase inh 0.3.
Screening COc1ccc(-c2csc(NC(=S)NC(=O)c3cccs3)n2)cc1Br returned OX1R antag 5, KCNQ2 block inactive and STK33 kinase inh 0.8.
For O=C(NCCC1=CCCCC1)C(=O)NCC(c1ccco1)N1CCN(c2ccccc2F)CC1 (stereo not given) the results were OX1R antag 4, KCNQ2 block inactive and STK33 kinase inh -1.7.
COC(=O)c1ccc(NS(=O)(=O)NC(=O)c2cn(C)c3ccccc23)cc1 was read as OX1R antag 6, KCNQ2 block inactive and STK33 kinase inh 1.5.
CN(CC(=O)Nc1ccccn1)S(=O)(=O)c1ccc(Cl)cc1 was read as OX1R antag 28, KCNQ2 block inactive and STK33 kinase inh -0.4.
For O=C(Nc1ccon1)c1cccc(S(=O)(=O)N2CCCCCC2)c1 the results were OX1R antag 21, KCNQ2 block inactive and STK33 kinase inh 0.0.
Screening CCCS(=O)(=O)N1CCN(CC2CC=CCC2)CC1 (stereo not given) returned OX1R antag 20, KCNQ2 block inactive and STK33 kinase inh -0.7.
For COc1ccc(S(=O)(=O)N2CCCCC2)cc1NC(=O)c1ccc2c(c1)OCO2 the results were OX1R antag 9, KCNQ2 block inactive and STK33 kinase inh -0.9.
For O=c1[nH]c(=O)n(Cc2ccco2)c2c1C(C(F)(F)F)(C(F)(F)F)N=C(C1CCCCC1)N2 the results were OX1R antag 11, KCNQ2 block inactive and STK33 kinase inh 0.1.
Screening CCCn1c(SCc2cc(=O)[nH]c3ccccc23)nc2c1c(=O)n(C)c(=O)n2C returned OX1R antag 25, KCNQ2 block inactive and STK33 kinase inh -1.4.
`O=C(Nc1ccc2c(c1)OCO2)N1CCN(c2ccccc2)CC1` gave OX1R antag 8, KCNQ2 block inactive and STK33 kinase inh -1.6.
`O=C(CCNC(=O)c1ccc(Br)cc1)NCCCN1CCCC1=O` gave OX1R antag 3 and STK33 kinase inh 0.2.
CC(C(=O)Nc1ccccc1Br)c1ccc([N+](=O)[O-])cc1 (stereo not given) was read as OX1R antag 15, KCNQ2 block inactive and STK33 kinase inh 0.1.
For CCN(CC)S(=O)(=O)c1ccc(N/N=C/c2ccc(O)cc2)nc1 the results were OX1R antag 32, KCNQ2 block inactive and STK33 kinase inh -0.9.

An excerpt taken from the entries so far, as a working copy:
For COc1ccc(S(=O)(=O)N2CCCCC2)cc1NC(=O)c1ccc2c(c1)OCO2 the results were OX1R antag 9, KCNQ2 block inactive and STK33 kinase inh -0.9.
For O=c1[nH]c(=O)n(Cc2ccco2)c2c1C(C(F)(F)F)(C(F)(F)F)N=C(C1CCCCC1)N2 the results were OX1R antag 11, KCNQ2 block inactive and STK33 kinase inh 0.1.
Screening CCCn1c(SCc2cc(=O)[nH]c3ccccc23)nc2c1c(=O)n(C)c(=O)n2C returned OX1R antag 25, KCNQ2 block inactive and STK33 kinase inh -1.4.
`O=C(Nc1ccc2c(c1)OCO2)N1CCN(c2ccccc2)CC1` gave OX1R antag 8, KCNQ2 block inactive and STK33 kinase inh -1.6.
`O=C(CCNC(=O)c1ccc(Br)cc1)NCCCN1CCCC1=O` gave OX1R antag 3 and STK33 kinase inh 0.2.
CC(C(=O)Nc1ccccc1Br)c1ccc([N+](=O)[O-])cc1 (stereo not given) was read as OX1R antag 15, KCNQ2 block inactive and STK33 kinase inh 0.1.
For CCN(CC)S(=O)(=O)c1ccc(N/N=C/c2ccc(O)cc2)nc1 the results were OX1R antag 32, KCNQ2 block inactive and STK33 kinase inh -0.9.

Carrying on:
`CCN(CCN(C)C)C(=O)C1CCN(S(=O)(=O)c2c(C)noc2/C=C/c2ccccc2F)CC1` gave OX1R antag 14, KCNQ2 block inactive and STK33 kinase inh 1.0.
For CCc1ccc2[nH]c(C(=O)Nc3ccc4c(c3)OCO4)cc2c1 the results were OX1R antag 15, KCNQ2 block inactive and STK33 kinase inh -0.2.
CC(C)(C)C(=O)Nc1ccc(-c2cn3ccsc3n2)cc1 was read as OX1R antag 11, KCNQ2 block inactive and STK33 kinase inh -2.2.
Screening COc1ccc(CNC(=O)CN(c2ccc(C(C)=O)cc2)S(=O)(=O)c2ccc(C)cc2)cc1OC returned OX1R antag 5 and STK33 kinase inh -1.6.
For CCCC1(C(=O)OCC)NC(c2cc(OC)c(OC)c(OC)c2)C2C(=O)N(CC)C(=O)C21 (stereo not given) the results were OX1R antag 12, KCNQ2 block inactive and STK33 kinase inh -0.5.
N/C(=N\OC(=O)c1cc(-c2ccccc2)nc2ccccc12)c1ccc(Cl)cc1 was read as OX1R antag 12, KCNQ2 block -6.2* and STK33 kinase inh 0.8.
For Cc1cccnc1NC(=O)c1ccccc1NC(=O)C(C)(C)C the results were OX1R antag 11, KCNQ2 block inactive and STK33 kinase inh 0.3.
For COc1ccc(Nc2ccc3c(c2)=NC2(CCCCC2)[N+]=3[O-])cc1 the results were OX1R antag 39, KCNQ2 block inactive and STK33 kinase inh 1.3.
For CC(C)N(Cc1cnn(C)c1)Cc1nc(-c2ccc(Cl)cc2)no1 the results were OX1R antag 21, KCNQ2 block inactive and STK33 kinase inh -0.4.
For CC1(C)N([O-])c2cc([N+](=O)[O-])ccc2[N+]1=O the results were OX1R antag 53* and STK33 kinase inh 0.6.
NC(=O)c1cc(S(=O)(=O)N2CCCCC2)cs1 was read as OX1R antag 2, KCNQ2 block inactive and STK33 kinase inh -1.0.
`CCCCCCCNc1cccc(C)c1` gave OX1R antag 14, KCNQ2 block inactive and STK33 kinase inh -1.4.
`CCN1CCN(C(=S)Nc2ccc3nc4n(c(=O)c3c2)CCCCC4)CC1` gave OX1R antag 20, KCNQ2 block inactive and STK33 kinase inh -0.9.
O=C(O)CC(NC(=O)C1CCCCC1)c1ccc(OC2CCCC2)cc1 (stereo not given) was read as OX1R antag 20, KCNQ2 block inactive and STK33 kinase inh -1.3.
For O=C(NC1CC1)c1cccc(NC(=O)c2cnn(-c3ccccc3)n2)c1 the results were OX1R antag 4 and STK33 kinase inh 0.7.
`CCOC(=O)c1csc(NC(=O)CC2CCCC2)n1` gave OX1R antag 11, KCNQ2 block inactive and STK33 kinase inh 0.7.
Screening CC(C)(C)SCCNC(=O)c1ccccc1 returned OX1R antag 4 and KCNQ2 block inactive.
Screening Cn1nccc1C(=O)OCC(=O)Nc1ccc(S(N)(=O)=O)cc1 returned OX1R antag 3, KCNQ2 block inactive and STK33 kinase inh 0.9.
O=C(NCc1ccccc1CN1CCCCC1)c1ccccc1N1CCCC1=O was read as OX1R antag 1 and STK33 kinase inh 0.3.
`CN1CCCN(C2C3CC4CC(C3)CC2C4)CC1` (stereo not given) gave OX1R antag 12, KCNQ2 block inactive and STK33 kinase inh -0.3.
Screening CC1CN(S(=O)(=O)c2cc(C(=O)NCCCN3CCCC3=O)ccc2Cl)CC(C)O1 (stereo not given) returned OX1R antag 4 and STK33 kinase inh -1.9.
For CC(C)Cc1nnc(NC(=O)CCC(=O)Nc2ccc3cn[nH]c3c2)s1 the results were OX1R antag 11, KCNQ2 block inactive and STK33 kinase inh -1.6.
`Cc1nc(-n2nnc3ccccc32)c2c3c(sc2n1)CCCC3` gave OX1R antag 9, KCNQ2 block inactive and STK33 kinase inh 0.9.
`CCCCCCn1nc(C(=O)OCC(=O)c2c(N)n(C)c(=O)n(C)c2=O)c2ccccc2c1=O` gave OX1R antag 16, KCNQ2 block inactive and STK33 kinase inh -0.5.
Screening Cc1nc(N)c(C#N)c(-c2ccccc2)c1C returned OX1R antag 11, KCNQ2 block inactive and STK33 kinase inh -1.0.
For COc1cc(/C=N/N2CCN(c3ccccc3OC)CC2)ccc1O the results were OX1R antag 6, KCNQ2 block inactive and STK33 kinase inh 0.6.
For CCCCSC1(SCCCC)N=C(N)C2(C#N)C(c3ccccc3)NC(C)=C(C)C12C#N (stereo not given) the results were OX1R antag 23, KCNQ2 block inactive and STK33 kinase inh -0.5.
CC1CN(C(=O)CCC(=O)NCCCN2CCC(Cc3ccccc3)CC2)c2cc(Cl)ccc2O1 (stereo not given) was read as OX1R antag 5, KCNQ2 block inactive and STK33 kinase inh -1.5.
Screening O=C(N/N=C\c1cc2c(cc1Cl)OCO2)c1cccnc1 returned OX1R antag 6, KCNQ2 block inactive and STK33 kinase inh -0.4.
O=C(NCSC1=NCCS1)c1ccccc1 was read as OX1R antag 5, KCNQ2 block inactive and STK33 kinase inh -1.1.
Screening CCc1cccc(CC)c1NC(=S)NCc1nc2ccccc2[nH]1 returned OX1R antag 22, KCNQ2 block inactive and STK33 kinase inh -3.7.
`Cn1c(N)c(C(=O)COC(=O)c2cc3ccccc3cc2O)c(=O)n(C)c1=O` gave OX1R antag 8 and STK33 kinase inh -0.5.
For CN(C)c1c([N+](=O)[O-])cc2[nH]c(=O)[nH]c2c1[N+](=O)[O-] the results were OX1R antag 42*, KCNQ2 block inactive and STK33 kinase inh 1.4.
Cc1cc(Br)c(OCc2ccc(C(=O)N/N=C3\CC(=O)CC(C)(C)C3)cc2)c(Br)c1 was read as OX1R antag -12, KCNQ2 block inactive and STK33 kinase inh -1.9.

Rows are unselected; overall some 2.7% were active at least once.
